Vc quorum ag: inducers of Vibrio cholerae quorum light production without autoinducers, primary screen, BH1578 luxS cqsA deficient, single point; activation, % at 18.7 µM; AID 588436, 2011; 0.16% of 350,000 active; V. cholerae BH1578 lux reporter, luminescence, 6 h; in the data active means activation mostly above about 9.7%, no sharp cut-off; further: not every result past the cut was called active; inactives centre near 0; reference of the scale not given here
VHR inh abs: VHR1 phosphatase inhibitors, primary screen, biochemical, absorbance, uHTS | 0.52% of 290,000 active | AID 1654, 2009 | inhibition, % at 13.3 µM | recombinant VHR phosphatase, pNPP absorbance | Dual specificity protein phosphatase 3 (Homo sapiens), P51452; in the data active means inhibition above about 50%; further: some compounds called inactive have numbers as strong as hits
Target sequence (P51452 whole entry, looked up): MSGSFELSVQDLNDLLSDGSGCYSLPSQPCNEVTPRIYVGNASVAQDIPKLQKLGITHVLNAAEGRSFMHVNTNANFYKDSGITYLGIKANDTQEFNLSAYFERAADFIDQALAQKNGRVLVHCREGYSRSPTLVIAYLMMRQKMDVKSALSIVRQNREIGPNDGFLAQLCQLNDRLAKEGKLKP
Mtb FBA inh: Mtb FBA enzyme inhibitors, primary screen, biochemical, fluorescence, strain H37Rv | Fructose-bisphosphate aldolase (Mycobacterium tuberculosis (strain ATCC 25618 / H37Rv)), … | purified M. tuberculosis FBA, fluorescence read-out | inhibition, % at 1 µM | 2.3% of 360,000 active | AID 588726, 2011; in the data active means inhibition above about 27%;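 further: 0% = vehicle and 100% = reference inhibitor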
Target sequence (P9WQA3 whole entry, looked up): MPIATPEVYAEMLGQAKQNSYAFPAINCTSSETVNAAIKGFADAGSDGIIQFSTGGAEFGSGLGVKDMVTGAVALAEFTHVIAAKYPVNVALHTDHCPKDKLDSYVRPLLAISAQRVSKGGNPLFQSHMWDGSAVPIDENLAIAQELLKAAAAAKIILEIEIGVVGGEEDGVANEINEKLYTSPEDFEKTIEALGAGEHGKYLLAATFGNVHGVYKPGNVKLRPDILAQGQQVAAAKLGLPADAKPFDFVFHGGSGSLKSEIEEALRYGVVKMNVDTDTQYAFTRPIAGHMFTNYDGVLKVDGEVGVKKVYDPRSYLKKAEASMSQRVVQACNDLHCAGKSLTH
GDH-TPI counter: GDH-TPI coupling enzyme inhibitors, primary screen, artefact control for M. tuberculosis FBA inhibitor project, biochemical, absorbance, full deck | inhibition, % at 4.8 µM | 1.2% of 360,000 active | GDH-TPI coupled enzyme counterscreen, NADH absorbance; in the data active means inhibition above about 30%;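 further: 0% = DMSO wells and 100% = wells lacking the enzyme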
SARS 3CLpro inh: SARS-CoV 3CLpro protease inhibitors, primary screen, biochemical, quenched FRET. recombinant SARS-CoV 3CLpro, quenched FRET peptide cleavage. inhibition, % at 6 µM. 0.14% of 290,000 active; in the data active means inhibition above about 12%
SSB-PriA inh: inhibitors of Klebsiella pneumoniae PriA binding to SSB C-terminal tail, primary screen, biochemical, AlphaScreen. AID 1272365, 2023. inhibition, % at 33 µM. PriA–SSB C-terminal tail interaction (Klebsiella pneumoniae). AlphaScreen SSBct-PriA binding, biotinylated peptide. 0.6% of 430,000 active; in the data active means inhibition mostly above about 37%, no sharp cut-off; inactive means mostly below about 20%;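 further: plate controls were negative control peptide for no effect and reference peptide for full effect; strong numbers were not always called active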
MazF activator: activators of E. coli MazEF toxin-antitoxin RNase, primary screen, biochemical, fluorescence, uHTS. activation, % at 20 µM. 0.32% of 350,000 active. Endoribonuclease toxin MazF (Escherichia coli (strain K12)), P0AE70. AID 504720, 2011. FAM/BHQ RNA-DNA oligo cleavage fluorescence, 5 h; in the data active means activation above about 50%
Target sequence (P0AE70 whole entry, looked up): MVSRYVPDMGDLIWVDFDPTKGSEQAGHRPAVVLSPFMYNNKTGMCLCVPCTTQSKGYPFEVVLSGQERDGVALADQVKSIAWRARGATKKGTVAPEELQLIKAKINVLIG
Rv3671c protease: Rv3671c serine protease inhibitors, primary screen, biochemical, fluorescence polarization, M. tuberculosis H37Rv; 0.048% of 320,000 active; AID 2606, 2010; P9WHR9; inhibition, % at 5.96 µM; in the data active means inhibition above about 38%;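 further: extracellular domain of Rv3671c used as enzyme; 0% = enzyme with DMSO and 100% = no enzyme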
UGM FP inh: M. tuberculosis UGM enzyme inhibitors, primary screen, biochemical, fluorescence polarization, single point | inhibition, % at 10 µM | purified UGM, fluorescence polarization probe displacement | AID 504406, 2011 | 0.06% of 320,000 active | UDP-galactopyranose mutase (Mycobacterium tuberculosis (strain ATCC 25618 / H37Rv)), …; in the data active means inhibition above about 10%, passing the limit was not always enough
Target sequence (P9WIQ1 whole entry, looked up): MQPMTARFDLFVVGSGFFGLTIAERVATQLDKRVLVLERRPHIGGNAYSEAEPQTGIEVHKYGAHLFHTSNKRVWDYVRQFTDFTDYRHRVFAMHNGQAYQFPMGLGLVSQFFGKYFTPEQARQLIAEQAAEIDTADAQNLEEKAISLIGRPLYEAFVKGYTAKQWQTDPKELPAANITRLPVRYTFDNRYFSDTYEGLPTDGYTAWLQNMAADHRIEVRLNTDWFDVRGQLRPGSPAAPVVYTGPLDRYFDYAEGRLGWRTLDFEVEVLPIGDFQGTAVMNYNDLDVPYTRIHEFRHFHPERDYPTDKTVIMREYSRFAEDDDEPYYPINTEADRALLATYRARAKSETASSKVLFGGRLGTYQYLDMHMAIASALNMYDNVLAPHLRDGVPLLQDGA
Mtb BioA inh: M. tuberculosis BioA enzyme inhibitors, primary screen, biochemical, plate reader, single point, HTS; purified M. tuberculosis BioA enzyme; inhibition, % at 9.99 µM; 0.096% of 360,000 active; AID 602481, 2012; in the data active means inhibition above about 40%
* hit, by the source's call; i = inactive; nt = no result given; & = joins results of further samples. An excerpt (hit frequency here may not be typical).

cpd	Compound	Vc quorum ag	VHR inh abs	Mtb FBA inh	GDH-TPI counter	SARS 3CLpro inh
1	CCCCCN(C(=O)CCCSc1nncs1)c1c(N)n(CCCC)c(=O)[nH]c1=O	-0.3	9.4	0.4	-2.2	-0.2
2	CCOC(=O)N1CCN(C(=S)NC(=O)c2ccnn2C)CC1	-0.2	-5.3	-3.8	-1.9	1.5
3	COc1ccc(-c2coc3c(C)c4oc(=O)c(CCC(=O)O)c(C)c4cc23)cc1	i	3.5	12.3	12.1	-0.1
4	O=C(O)CNS(=O)(=O)c1ccc2c(c1)C(=O)c1cc(S(=O)(=O)NCC(=O)O)ccc1-2	1.8	34.6	2.3	12.4	-0.2
5	Cc1ccc(NC(=O)O/N=C/c2ccc(N(C)C)cc2)cc1	i	24.4	1.3	22.9	0.3
6	Cc1ccc(-c2onc(C)c2C)cc1S(=O)(=O)N1CC(C)Oc2ccccc21 (centres undefined)	-0.9	-20.1	-4.3	-1.2	2.8
7	COC(=O)c1ccc(-c2c(-c3ccccc3)ncc3cc(F)ccc23)cc1	-1.1	nt	2.4	-8.4	nt
8	O=C(CCSc1nnc(-c2ccncc2)o1)Nc1ccccc1	0.9	-15.0	3.5	-10.4	-1.9
9	COc1ccc(C2C(C(C)=O)=C(C)Nc3ncnn32)cc1 (centres undefined)	i	5.2	-0.5	2.5	3.1
10	CCC(C)(C)NC(=O)C(c1cccc(OC)c1OC)N(CCC(C)C)C(=O)CCC(=O)Nc1cc(C)on1 (centres undefined)	i	-2.8	-3.6	0.4	3.5

cpd	SSB-PriA inh	MazF activator	Rv3671c protease	UGM FP inh	Mtb BioA inh
1	-7.8	8.9	-0.2	2.0	nt
2	-1.5	0.4	2.9	-1.2	nt
3	11.9	-4.9	-55.5	-1.1	11.6
4	-2.3	6.3	nt	-0.4	-0.4
5	nt	3.7	4.9	-1.2	0.4
6	-5.5	10.1	-14.7	-3.7	-1.3
7	-19.6	-15.0	-6.6	2.3	-1.4
8	-4.3	5.4	-11.8	2.0	0.4
9	-7.0	6.8	-9.4	3.9	-0.3
10	-9.5	-8.7	3.2	-1.8	nt

The list goes on.
cpd	Compound	Vc quorum ag	VHR inh abs	Mtb FBA inh	GDH-TPI counter	SARS 3CLpro inh
11	C1CCN(CC2CCCCN2)CC1 (centres undefined)	i	nt	-3.9	3.0	nt
12	O=C(NCO)c1cccnc1	-0.4	nt	5.6	0.0	nt
13	CC(C)Cc1nnc(NC(=O)CCC(=O)N2CCN(Cc3ccccc3)CC2)s1	-0.3	24.1	-1.3	-4.4	1.7
14	COc1ccc(NC(=O)c2cc(S(=O)(=O)N3CCCC3)ccc2OC)cc1	i	-9.1	1.4	2.6	1.2
15	CCOc1ccc(Br)cc1S(=O)(=O)N1CCC(C(N)=O)CC1	-0.2	2.0	-0.6	6.1	-11.2
16	COc1ccc(C(NC(=O)c2ccc(=O)[nH]c2)C(=O)Nc2ccc(C(C)C)cc2)cc1 (centres undefined)	0.1	-1.8	3.4	-6.0	6.7
17	COc1cc2ccccc2cc1C(=O)N(CCN(C)C)c1nc2c(F)cc(F)cc2s1	-0.5	11.4	4.8	-2.4	6.5
18	CCCCCC(=O)Nc1cccc(C2=NOC3(C2)C[C@H](C(N)=O)N(C(=O)CC)C3)c1 (some centres undefined)	i	18.7	0.2	9.9	nt
19	Cc1ccc2nc(SCC(=O)N3CCOCC3)[nH]c2c1	i	-19.0	3.7	3.7	1.9
20	COc1ccc(-c2cc(=O)oc3cc(OC(=O)C4CCCCC4)ccc23)cc1	i	-4.7	1.1	10.9	-4.8

cpd	SSB-PriA inh	MazF activator	Rv3671c protease	UGM FP inh	Mtb BioA inh
11	-7.7	5.1	nt	nt	-0.6
12	-15.8	-6.0	nt	nt	-1.0
13	-13.0	2.1	6.6	-2.6	1.1
14	2.7	6.1	-9.4	-0.7	25.5
15	-12.1	4.1	2.4	-1.1	nt
16	7.5	10.8	-8.8	-0.4	nt
17	10.0&11.3	8.1	4.3	2.7	-0.5
18	3.2	-1.2	2.8	0.4	1.8
19	-24.6	-5.3	-7.7	-3.5	nt
20	-1.0	-2.1	-11.0	1.1	nt

Compound profiles, as listed above. Order of screens: Vc quorum ag | VHR inh abs | Mtb FBA inh | GDH-TPI counter | SARS 3CLpro inh | SSB-PriA inh | MazF activator | Rv3671c protease | UGM FP inh | Mtb BioA inh
Record of CC(C)Cc1nnc(NC(=O)CCC(=O)N2CCN(Cc3ccccc3)CC2)s1 = -0.3 | 24.1 | -1.3 | -4.4 | 1.7 | -13.0 | 2.1 | 6.6 | -2.6 | 1.1
Record of CCCCCC(=O)Nc1cccc(C2=NOC3(C2)C[C@H](C(N)=O)N(C(=O)CC)C3)c1 (some centres undefined) = i | 18.7 | 0.2 | 9.9 | nt | 3.2 | -1.2 | 2.8 | 0.4 | 1.8
Record of CCOc1ccc(Br)cc1S(=O)(=O)N1CCC(C(N)=O)CC1 = -0.2 | 2.0 | -0.6 | 6.1 | -11.2 | -12.1 | 4.1 | 2.4 | -1.1 | nt
Record of Cc1ccc2nc(SCC(=O)N3CCOCC3)[nH]c2c1 = i | -19.0 | 3.7 | 3.7 | 1.9 | -24.6 | -5.3 | -7.7 | -3.5 | nt
Record of COc1cc2ccccc2cc1C(=O)N(CCN(C)C)c1nc2c(F)cc(F)cc2s1 = -0.5 | 11.4 | 4.8 | -2.4 | 6.5 | 10.0&11.3 | 8.1 | 4.3 | 2.7 | -0.5

Next part
cpd	Compound	Vc quorum ag	VHR inh abs	Mtb FBA inh	GDH-TPI counter	SARS 3CLpro inh
21	NC(=O)C1CCN(C2=C(Cl)C(=O)c3ccccc3C2=O)CC1	-0.2	4.8	-2.2	0.3	6.5
22	O=C(NNc1nc2ccccc2s1)Nc1ccc(F)cc1	i	23.1	4.2	26.0	3.4
23	CC(NC(=O)c1ccc(CS(C)(=O)=O)cc1)c1cccc2ccccc12 (centres undefined)	i	-4.2	-0.2	-1.9	-5.5
24	COc1ccc(S(=O)(=O)N2CCN(C)CC2)c(C)c1	i	9.8	2.4	1.7	2.4
25	COc1ccc2ccccc2c1CN1CCCC(CO)C1 (centres undefined)	-0.2	9.9	3.4	-2.4	-3.9
26	C[C@H](CO)NC(=O)[C@H](C)[C@@H]1C[C@@]1(C)[C@@H](NC(=O)OCc1ccccc1)c1ccccc1	1.6	-6.8	0.2	4.1	-3.6
27	CCOc1ccccc1-c1noc(CCC(=O)NC2CCCCC2)n1	i	-8.1	-1.1	-7.5	-1.6
28	COc1ccc(-c2nsc(SCC(=O)Nc3cc(C)on3)n2)cc1	i	20.7	0.6	-0.9	-4.9
29	Nc1c(C(=O)Nc2ccc3c(c2)OCCO3)nnn1Cc1ccccc1	3.8	nt	-3.2	3.5	nt
30	CCc1cc(/C(Cc2cscn2)=N\O)c(O)cc1O	-8.3	10.4	-1.2	8.0	-1.3

cpd	SSB-PriA inh	MazF activator	Rv3671c protease	UGM FP inh	Mtb BioA inh
21	-19.2	28.1	-70.7	2.5	1.7
22	-3.0	-0.7	15.3	-3.4	nt
23	-10.4	12.9	-8.2	-0.7	-1.3
24	-5.6	3.9	6.0	-1.4	-1.3
25	-0.7	9.1	-1.1	1.1	-0.5
26	-17.6	6.2	-2.7	1.1	-2.7
27	-8.2	7.3	2.8	-0.2	1.9
28	-0.6	-1.5	-0.7	1.1	-2.9
29	2.9	4.1	8.9	1.8	2.1
30	nt	1.8	1.4	2.1	0.2

(continued)
cpd	Compound	Vc quorum ag	VHR inh abs	Mtb FBA inh	GDH-TPI counter	SARS 3CLpro inh
31	COc1ccc(-c2cn(CCc3c[nH]c4ccccc34)nn2)cc1	i	5.0	1.8	11.2	-2.1
32	CCN(CC)S(=O)(=O)c1ccc(N/N=C(\C)c2ccc3c(c2)OCO3)c([N+](=O)[O-])c1	0.0	13.3	-1.5	9.0	1.5
33	COCCNC(=O)c1cccc(Nc2nc(-c3ccccc3)c3cc(Cl)ccc3n2)c1	nt	20.8	-2.6	12.4	1.0
34	C[C@H]1CN([C@@H](C)CO)C(=O)CCCn2nncc2CO[C@@H]1CN(C)Cc1ccncc1	i	nt	-0.9	-7.2	nt
35	CN(CC(=O)NCc1ccncc1)S(=O)(=O)c1ccccc1	i	22.9	-5.1	4.5	1.2
36	Nc1nc(CN2CCN(C(c3ccccc3)c3ccccc3)CC2)nc(Nc2ccccc2)n1	-0.7	4.8	-0.1	-6.4	-0.7
37	COc1ccccc1N1CC(C(=O)Nc2nnc(SCc3ccccn3)s2)CC1=O (centres undefined)	-0.4	7.6	1.9	8.6	0.8
38	Fc1c(F)c(C(F)(F)F)c(F)c(F)c1N/N=C\c1cccs1	i	24.3	-4.6	16.7	2.6
39	CCN(c1cccc(C)c1)S(=O)(=O)c1ccc(-c2coc(C)n2)cc1	-11.5	-2.2	3.6	6.0	1.7
40	Cc1csc2c(N3CCN(S(=O)(=O)c4ccc(Cl)cc4)CC3)ncnc12	-0.7	1.1	-1.1	10.1	1.6

cpd	SSB-PriA inh	MazF activator	Rv3671c protease	UGM FP inh	Mtb BioA inh
31	-2.2	1.2	4.4	-0.3	-1.1
32	nt	1.7	4.2	1.6	-1.1
33	-29.0&-16.0&-25.1	-3.8	-30.1	-4.2	nt
34	nt	5.0	nt	nt	0.5&-1.5
35	-9.0	3.4	-1.5	-1.8	-1.5
36	7.6	1.1	1.2	-1.0	nt
37	0.8	-15.7	1.4	4.9	0.5
38	nt	3.4	-4.0	2.2	-0.9
39	4.0	-1.4	-3.8	-0.4	-3.5
40	1.1	8.7	5.1	1.0	nt

Next results.
cpd	Compound	Vc quorum ag	VHR inh abs	Mtb FBA inh	GDH-TPI counter	SARS 3CLpro inh
41	COc1ccc(N2CCN(S(=O)(=O)c3cc4c(cc3C)NC(=O)CO4)CC2)cc1	-1.2	9.5	3.8	14.4	2.9
42	COC(=O)/C(=C\c1cc(OC)c(OC)c(OC)c1)c1nc2ccccc2[nH]1	-0.4	2.0	0.5	15.4	1.4
43	O=C(COC(=O)c1ccc(Br)c(S(=O)(=O)N2CCOCC2)c1)NCC1CCCO1 (centres undefined)	i	11.9	-0.6	-10.3	-3.3
44	CCN(CC)CCOC(=O)c1cccc(Cl)c1	i	7.8	-0.5	12.2	6.5
45	CCCn1c(SCC(=O)N2CCN(C(=O)c3ccco3)CC2)nc2ccccc2c1=O	-0.5	6.7	1.7	5.7	3.9
46	Nn1c(COc2cccc(Br)c2)nnc1SCC(=O)NCC1CCCO1 (centres undefined)	0.3	nt	2.8	5.1	nt
47	C/C(CCN1CCc2nc(-c3ccccc3)c(-c3ccccc3)cc2C1)=N\O[C@H](C)c1cn([C@H](CO)Cc2ccccc2)nn1	nt	-6.8	nt	nt	1.1
48	Cc1ccc(S(=O)(=O)N2CCCC2C(=O)NCCc2ccccc2)cc1 (centres undefined)	-0.4	15.1	-0.6	3.7	2.6

cpd	SSB-PriA inh	MazF activator	Rv3671c protease	UGM FP inh	Mtb BioA inh
41	-11.2	13.9	-2.4	2.4	0.1
42	7.4	6.1	1.1	3.6	nt
43	-9.8	0.2	-6.4	3.6	1.4
44	-4.4	0.3	7.6	-3.5	0.2
45	-0.6	0.0	-1.5	-0.5	nt
46	2.4	-6.4	0.1	-2.7	7.7
47	nt	nt	-7.2	0.8	nt
48	-8.1	10.2	8.7	-1.3	nt

High-throughput results (PubChem)
